Screens from PubChem.
RGS4 pot: potentiators or activators of RGS4. HEK293 M3R/inducible RGS4, carbachol calcium flux Fluo4; stronger effect = lower value. B-score at 10 µM. 310,000 compounds, 0.92% hits. AID 463111;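 active = B-score of the integrated calcium signal more than 4 SD below the library mean, with starting fluorescence not abnormally high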;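 note: negative B-score means reduced calcium response which marks RGS4 activation or potentiation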
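Also added: carbachol at ECmax as muscarinic agonist stimulus; Assay system: HEK293 cells with stable M3R and inducible RGS4; Timing: overnight RGS4 induction, 30 min dye load 37 °C, 20 min compound RT; Measured by: Fluo4-AM (2 µM) calcium-flux fluorescence, kinetic read.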
HDAC3 inh: human HDAC3 inhibition; recombinant HDAC3, fluorogenic peptide/trypsin coupled, fluorescence; inhibition, % at 8.3 µM; 320,000 compounds, 0.15% hits; O15379; in the data active = inhibition above about 26%, passing the limit was not always enough; inconclusive = no clear call, values can overlap the other calls
KCNQ1 pot: potentiators or activators of human KCNQ1 potassium channel; CHO-K1 KCNQ1, thallium flux FluxOR fluorescence; stronger effect = higher value; B-score at 10 µM; 310,000 compounds, 0.35% hits; P51787;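 active = fluorescence ratio B-score, a plate-corrected score, at least three library SD, with initial intensity B-score within 5 SD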
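Material: CHO-K1 cells stably expressing KCNQ1. Medium: assay buffer for compound exposure, DMSO matched across wells. Reagent: K+/Tl+ depolarizing stimulus. Compound dosing: single-concentration screen. Times: 37 °C overnight plating, 90-min dark dye load, 20-min compound pretreatment. Technique: FluxOR Tl+ flux fluorescence.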
hERG protect: hERG (human) protection from proarrhythmic block | Q12809 | 310,000 compounds, 0.51% hits | activation (rescue from dofetilide block), less the hit threshold, % at 10 µM | CHO-hERG, FluxOR thallium flux, dofetilide IC70 present | AID 1511;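 active = activation above the mean of controls blocked by dofetilide plus 5 SD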;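 note: thallium influx through hERG after potassium depolarization seen as dye fluorescence rise; in these data hits start at about 4.7%; inactives centre near -7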
Target sequence (Q12809 whole entry, looked up): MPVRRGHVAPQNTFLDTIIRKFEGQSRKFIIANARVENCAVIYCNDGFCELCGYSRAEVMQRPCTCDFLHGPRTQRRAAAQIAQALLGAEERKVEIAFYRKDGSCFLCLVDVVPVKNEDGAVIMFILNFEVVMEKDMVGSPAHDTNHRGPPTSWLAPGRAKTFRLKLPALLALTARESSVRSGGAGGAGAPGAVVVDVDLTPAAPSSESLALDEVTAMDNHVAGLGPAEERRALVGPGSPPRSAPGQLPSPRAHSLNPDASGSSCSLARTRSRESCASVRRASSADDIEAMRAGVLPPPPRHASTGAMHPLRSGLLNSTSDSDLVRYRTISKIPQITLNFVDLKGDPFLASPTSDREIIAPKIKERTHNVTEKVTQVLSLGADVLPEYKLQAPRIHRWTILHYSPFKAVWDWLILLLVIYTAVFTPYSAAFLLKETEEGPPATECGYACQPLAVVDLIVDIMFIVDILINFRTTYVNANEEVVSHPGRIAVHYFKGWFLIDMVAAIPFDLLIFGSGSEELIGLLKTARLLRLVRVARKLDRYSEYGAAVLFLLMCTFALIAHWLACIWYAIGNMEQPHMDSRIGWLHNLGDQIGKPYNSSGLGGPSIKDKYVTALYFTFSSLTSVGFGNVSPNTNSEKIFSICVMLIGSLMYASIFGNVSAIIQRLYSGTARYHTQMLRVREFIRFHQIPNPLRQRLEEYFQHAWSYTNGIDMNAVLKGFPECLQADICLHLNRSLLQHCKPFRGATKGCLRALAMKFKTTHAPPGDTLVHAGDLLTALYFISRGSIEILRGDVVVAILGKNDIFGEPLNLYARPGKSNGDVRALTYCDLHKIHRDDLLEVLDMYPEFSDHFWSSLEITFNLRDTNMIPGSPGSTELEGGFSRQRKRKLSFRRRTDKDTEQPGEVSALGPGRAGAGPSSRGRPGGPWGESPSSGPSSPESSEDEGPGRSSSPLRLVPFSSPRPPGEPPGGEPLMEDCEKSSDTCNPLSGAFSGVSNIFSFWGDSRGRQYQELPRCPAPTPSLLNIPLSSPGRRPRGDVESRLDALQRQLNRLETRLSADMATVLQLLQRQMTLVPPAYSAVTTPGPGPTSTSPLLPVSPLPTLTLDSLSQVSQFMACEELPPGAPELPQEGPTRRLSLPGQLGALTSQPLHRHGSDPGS
ANO1 block: blocks the mouse calcium-activated chloride channel TMEM16A; 310,000 compounds, 1.2% hits; HEK293 TMEM16A/YFP iodide influx fluorescence, ionomycin; normalized B-score (activity score, 25-100; higher = stronger inhibition) at 10 µM;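 active = ratio plate-corrected score three or more library SD toward inhibition, starting fluorescence score within five deviations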;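 note: score derived from kinetic fluorescence span divided by baseline fluorescence per well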
KCNK9 inh: human KCNK9 channel inhibition. B-score at 10 µM. HEK293 KCNK9, FluxOR thallium flux fluorescence; stronger effect = lower value. 310,000 compounds, 1.2% hits;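 active = ratio B-score over 3 SD below the library mean, with starting fluorescence within 5 SD of its mean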;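 note: negative B-score means less thallium flux so channel inhibition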
KCNQ1 inh: inhibitors of human KCNQ1 potassium channel. B-score at 10 µM. P51787. 310,000 compounds, 1.3% hits. CHO-K1 KCNQ1, FluxOR thallium flux fluorescence; stronger effect = higher value;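 active = compounds whose thallium flux B-score, printed positive for inhibition, exceeds three library SD while starting fluorescence stays within three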;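 note: channel opened by potassium depolarization with thallium stimulus after 20 min compound exposure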
SKKanGAS inh: inhibitors of SKKanGAS S. pyogenes growth in kanamycin (SK-promoter or general growth effect); BacTiter-Glo, 6 h; inhibition, % at 7.5 µM; 300,000 compounds, 1.3% hits;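 active = mean replicate score, as percent of positive control median, at least 50; inconclusive = mean below 50 but one replicate at or above 50; inactive = mean and every replicate below 50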;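 note: strain carries kanamycin resistance gene driven by streptokinase promoter and grows in 40 µg/ml kanamycin; loss of luminescence reflects streptokinase promoter inhibition or plain growth inhibition; 0% = median of DMSO wells and 100% = positive control at its reference dose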
TMEM16A act: activates or potentiates the mouse TMEM16A chloride channel | Q8BHY3 | HEK293 TMEM16A/YFP-H148Q/I152L, iodide quench fluorescence; stronger effect = lower value | B-score at 10 µM | 340,000 compounds, 0.3% hits | AID 623877;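 active = fluorescence-ratio B-score plate-corrected deviation score at least 3 library SD below zero, with starting fluorescence score within 5 deviations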;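 note: channel opened by trigger with iodide after compound preincubation; score built on the fluorescence ratio of max minus min over baseline; more negative score means more quench and so TMEM16A activation or potentiation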
KCNK3 block: human KCNK3 channel inhibition, primary screen. O14649. CHO-KCNK3 thallium flux, FluxOR fluorescence; stronger effect = lower value. B-score at 10 µM. 340,000 compounds, 0.84% hits. AID 602410;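 active = B-score under library mean minus 4 SD, starting fluorescence ratio at most library mean plus 5 SD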;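 note: more negative B-score means stronger inhibition of thallium flux through KCNK3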
RGS4 inh: human RGS4 inhibition; HEK293 M3R/RGS4 inducible, Fluo-4 calcium flux; stronger effect = higher value; triggered by carbachol at its EC20; B-score at 10 µM; 310,000 compounds, 0.45% hits; AID 463165;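 active = B-score, a plate-corrected calcium signal, over three deviations above library mean, with baseline fluorescence within five deviations of library mean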;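 note: RGS4 expression induced by doxycycline in cells with stable M3 receptor; B-score is computed from the integrated fluorescence ratio over baseline after carbachol; higher B-score means a larger calcium signal and so more RGS4 inhibition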
* hit, by the source's call; i = inactive; ? = inconclusive; . = not tested or not shown. Random draw from the library; 6.3% or so of the library scored in one or more.

Compound | SKKanGAS inh | KCNQ1 inh | RGS4 inh | HDAC3 inh | KCNQ1 pot | TMEM16A act | ANO1 block | KCNK9 inh | hERG protect | RGS4 pot | KCNK3 block
COc1ccc([N+](=O)[O-])cc1NC(=S)NC(NC(=O)C(c1ccccc1)c1ccccc1)C(Cl)(Cl)Cl (stereo not drawn) | ? | 14* | i | -5 | i | i | i | i | -11 | i | i
CCOC(=O)C1CCCN(C(=O)CCC(=O)Nc2ccc3nc(N4CCOCC4)cc(C)c3c2)C1 (stereo not drawn) | 10 | i | i | -25 | i | i | i | i | -21 | i | i
Cc1ccc(C)c2nc3sc(C(=O)N4CCCc5ccccc54)c(N)c3cc12 | -9 | i | i | 1 | i | i | i | -9.1* | -21 | -7* | i
COc1ccc(N2CCN(Cc3nc4c(c(=O)n(C)c(=O)n4C)n3CC(C)=O)CC2)cc1 | -3 | i | i | 3 | i | i | i | i | -8 | i | i
COC(=O)C1C/C(=N/NS(=O)(=O)c2ccc(C)cc2)CS1 (stereo not drawn) | 1 | i | i | -9 | i | i | i | i | -5 | i | i
O=C(CSc1nnc(CN2CCOCC2)n1-c1ccccc1)N1CCc2ccccc21 | -4 | i | i | -7 | i | i | i | i | -14 | i | i
O=C(/C=C/c1ccc(NC(=O)c2ccccc2-c2ccccc2C(=O)O)cc1)c1ccccc1 | 0 | i | 28* | 6 | i | i | i | i | -6 | i | i
Cc1ccc(CSc2nnc(-c3ccco3)o2)cc1 | 5 | i | i | 8 | i | i | i | i | -6 | i | i
Cc1cc(C(=O)Nc2ccc(N3CCCCC3)cc2)no1 | 4 | i | i | 8 | i | i | i | i | -5 | i | i
COc1cccc(C2NC(=O)NC(C)=C2C(=O)Nc2ccccc2C)c1 (stereo not drawn) | -1 | i | i | . | i | . | . | i | -6 | i | .
CCOC(=O)N1CCN(C(=O)Nc2sc3nc4n(c(=O)c3c2C)CCC(C)CC4)CC1 (stereo not drawn) | 11 | i | i | 6 | i | i | i | i | 5 | i | i
O=C(CSc1nnnn1-c1ccc(Cl)cc1)NC(=O)Nc1ccc2c(c1)OCCO2 | 6 | i | i | 1 | i | i | i | i | 1 | i | i
CCc1cc(C(=O)N2CCCC(C(=O)c3cccc4ccccc34)C2)n(C)n1 (stereo not drawn) | -6 | i | i | 6 | i | i | 25* | i | -12 | i | i
Cc1cc(C)n2nc(-c3cccc(Br)c3)cc2n1 | -4 | i | i | -11 | i | i | i | i | 0 | i | i
COc1ccccc1N(CC(=O)NC1CCCCC1)S(=O)(=O)c1ccccc1 | -1 | i | i | 6 | i | i | i | i | -4 | i | i

Printed as active in KCNK9 inh, among the entries above:
| smiles | KCNQ1 inh | RGS4 inh | HDAC3 inh | KCNQ1 pot | TMEM16A act | KCNK9 inh | KCNK3 block |
| --- | --- | --- | --- | --- | --- | --- | --- |
| Cc1ccc(C)c2nc3sc(C(=O)N4CCCc5ccccc54)c(N)c3cc12 | i | i | 1 | i | i | -9.1* | i |

(continued)
Compound | SKKanGAS inh | KCNQ1 inh | RGS4 inh | HDAC3 inh | KCNQ1 pot | TMEM16A act | ANO1 block | KCNK9 inh | hERG protect | RGS4 pot | KCNK3 block
Cc1ccc2c(c1)C1CN(C)CCC1N2C(=O)COc1ccc(N(C)S(=O)(=O)c2cccs2)cc1 (stereo not drawn) | -2 | i | i | -3 | i | i | i | i | -15 | i | i
CCOc1ccc(N(CC(=O)NC2CCCCC2)C(=O)CCC(=O)Nc2nccs2)cc1 | 3 | i | i | 1 | i | i | i | i | -3 | i | i
Cc1ccc(C(=O)N2CCc3ccccc3C2)cc1S(=O)(=O)N1CCOCC1 | 1 | i | i | 3 | i | i | i | i | -9 | i | i
CCC(CO)n1cnnc1-c1ccncc1 (stereo not drawn) | -12 | i | i | 0 | i | i | i | i | -12 | i | i
CC(C)Cn1c(N)c(C(=O)COC(=O)c2cccc(Cl)c2)c(=O)n(C)c1=O | 8 | i | i | -3 | i | i | i | i | -5 | i | i
COc1ccc(/C=C2\SC(=S)N(CC3CCCO3)C2=O)cc1 (stereo not drawn) | 0 | i | i | -7 | i | i | i | i | -11 | i | i
CCOC(=O)CSc1[nH]c(=O)cc(C)c1C#N | -1 | i | i | 2 | i | i | i | i | -1 | i | i
CCn1c(N2CCN(S(=O)(=O)CC)CC2)nc2ccccc21 | -3 | i | i | -3 | i | i | i | i | -15 | i | i
CN(C)S(=O)(=O)c1ccc(C(=O)Nc2nc(-c3cc4ccccc4o3)cs2)cc1 | 5 | i | i | -7 | i | i | i | i | -14 | i | i
COCc1c(C#N)c(NCc2cc(OC)c(OC)c(OC)c2)nc(C)c1[N+](=O)[O-] | 1 | i | i | 3 | i | i | 25* | i | -6 | i | i
O=C(CCS(=O)(=O)c1ccccc1)OCc1ccc([N+](=O)[O-])cc1 | -4 | i | i | -3 | i | i | i | i | -7 | i | i
Cc1ccc(S(=O)(=O)CCC(=O)Nc2ccc3nc(C)sc3c2)cc1 | -7 | i | i | 0 | i | i | i | i | -4 | i | i
Cc1ccc(NS(=O)(=O)c2ccc(NC(=O)c3ccc(-c4ccccc4)cc3)cc2)c(C)c1 | 3 | i | i | -2 | i | i | i | i | -5 | i | i
CCOC(=O)c1cc2sc(C)cc2n1CCCN1C(=O)c2ccccc2C1=O | 29 | i | i | -2 | i | i | i | i | -3 | -7.8* | i
CC(=O)c1cccc(NC(=O)N2CCCC2C(=O)NC2CCCCC2)c1 (stereo not drawn) | -6 | i | i | -3 | i | i | i | i | -4 | i | i
Cc1cccc(C)c1NC(=S)Nc1c(C)n(C)n(-c2ccccc2)c1=O | -4 | i | i | -1 | i | i | i | i | -4 | i | i
CCOC(=O)c1sc(SC)nc1N | 4 | i | i | 0 | i | i | i | i | -9 | i | i
COc1ccc(C2C(C(=O)c3ccccc3)=C(C)Nc3nc4ccccc4n32)c(OC)c1 (stereo not drawn) | 89* | i | i | 2 | i | i | i | i | -6 | i | i
CCOc1ccc2c3c(c(=O)oc2c1OCC)CCCC3 | -5 | i | i | 3 | i | i | i | -7.3* | -4 | i | i
O=C(Nc1ccc(Cl)cc1C(=O)NCc1cccnc1)c1ccc(Cl)cc1Cl | -7 | i | i | 2 | i | i | i | i | -9 | i | i
CC(C)NC(=O)CCS(=O)(=O)c1cccc2nonc12 | -1 | i | i | 0 | i | i | i | i | -12 | i | i
O=C(N/N=C/C1=C(N2CCOCC2)C(=C\c2ccccc2)/CC1)Nc1ccccc1 | 1 | i | i | 0 | i | i | i | i | -5 | i | i
Cc1ccc(NC(=O)CSc2sc3c(O)cc(=O)[nH]c3c2C#N)cc1C | 20 | i | i | -3 | i | i | i | i | 2 | i | i
CCCCN(C)CCCNC(=O)C1CCC(CNS(=O)(=O)c2c(C)cc(C)cc2C)CC1 (stereo not drawn) | -4 | i | i | 5 | i | i | i | i | -5 | i | i
Cc1cc(O)c(C2=Nc3ccccc3SC(c3ccc(Cl)cc3)C2)c(=O)o1 (stereo not drawn) | 1 | i | i | -4 | i | i | i | i | -5 | i | i
CCOC(=O)c1c(NC(=O)C2C3CCC(O3)C2C(=O)O)sc2c1CCCC2 (stereo not drawn) | 4 | i | i | 7 | i | i | i | i | -6 | i | i
O=C(CSc1nnc(COc2ccc(Cl)cc2)o1)NC1CC2CCC1C2 (stereo not drawn) | -3 | i | i | -1 | i | i | i | i | -6 | i | i
CCOC(=O)c1ccc2c(c1)N(CC(=O)N1CCCCC1)C(=O)C(C)(C)O2 | -7 | i | i | 1 | i | i | 100* | i | -7 | i | i
CC(C)c1ccc(/C=N/NC(=O)C2CCCC2)cc1 | -3 | i | i | -4 | i | i | i | i | -8 | i | i
CC(C)Cn1c(SCC(=O)N(C)c2c(N)n(Cc3ccccc3)c(=O)[nH]c2=O)nc2ccccc21 | -5 | i | i | -4 | i | i | i | i | -10 | i | i
COc1ccccc1CNC(=O)c1ccc(-c2ccccc2C(F)(F)F)o1 | -1 | i | i | 10 | i | i | i | i | -8 | i | i
O=Cc1cn(CC(=O)N2CCCCCC2)c2ccccc12 | -5 | i | i | 2 | i | i | i | i | -9 | i | i
CCOC(=O)c1cc(-c2ccccc2)nn1CCC#N | 1 | i | i | 0 | i | i | i | i | -6 | i | i
COC(=O)Cn1c2ccc(Cl)cc2c2nc(C)sc21 | -10 | i | i | -3 | i | i | i | i | -8 | i | i
CCc1nnc(NS(=O)(=O)c2ccc(Nc3ccc4nonc4c3[N+](=O)[O-])cc2)s1 | -2 | i | i | 2 | i | i | i | i | -2 | i | i
COc1ccc(-c2cc(C(F)(F)F)nc(N3CCOCC3)n2)cc1OC | -9 | i | i | 0 | i | i | i | i | -6 | i | i
COc1cccc(/C=N/n2nnnc2N)c1O | -8 | i | i | 5 | i | i | i | i | -12 | i | i
CC(=O)Nc1nc(SCC(=O)Nc2nnc(C)s2)[nH]c(=O)c1NC(=O)c1cccs1 | -9 | i | i | -7 | i | i | i | i | -8 | i | i
CC1(C)CC(=O)c2cc(C(=O)Nn3cnnc3)c(=O)n(-c3ccccc3)c2C1 | -6 | i | i | -9 | i | i | i | i | -2 | i | i
O=C(NCCc1ccccc1)c1ccc2c(c1)N(Cc1ccccc1)C(=O)CS2=O (stereo not drawn) | -2 | i | i | 0 | i | i | i | i | -2 | i | i
O=C1c2ccccc2S(=O)(=O)c2cc(C(=O)N3CCC(O)CC3)ccc21 | 1 | i | i | 3 | i | i | i | i | -12 | i | i
COc1ccc(-n2c(=S)[nH]c3cc(C(=O)NCc4ccccc4)ccc3c2=O)c(OC)c1 | -8 | i | i | -1 | i | i | i | i | -8 | i | i
Cc1cc(=O)[nH]c(N/N=C/c2sccc2C)n1 | -8 | i | i | 5 | i | i | i | i | -10 | i | i
CCOc1ccc(-c2nnn(CC(=O)NCc3ccc(OC)cc3)n2)cc1OCC | -4 | i | i | -4 | i | . | i | i | -4 | i | i
CC(=O)Nc1cc2ccccc2oc1=O | 1 | i | i | -5 | i | i | i | i | -10 | i | i
O=c1nc(-c2ccccc2)c(-c2ccccc2)n[nH]1 | 3 | i | i | -1 | i | i | i | i | -4 | i | i
CCn1cc(Br)c(-c2nc3ccccc3c(=O)n2N)n1 | -11 | i | i | 1 | i | i | i | i | 1 | i | i
